# TbREL1 primary: TbREL1 inhibition, primary screen | TbREL1 RNA ligation, FRET fluorescence | inhibition, % at 9.66 µM | 89,000 compounds, 0.49% hits;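 active = inhibition above the mean inhibition across all screened compounds plus 3 SD, cut at about 11% in these data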;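 also: 0% = plate median of test wells and 100% = NSC42067 control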
# Target sequence (P86926 whole entry, looked up): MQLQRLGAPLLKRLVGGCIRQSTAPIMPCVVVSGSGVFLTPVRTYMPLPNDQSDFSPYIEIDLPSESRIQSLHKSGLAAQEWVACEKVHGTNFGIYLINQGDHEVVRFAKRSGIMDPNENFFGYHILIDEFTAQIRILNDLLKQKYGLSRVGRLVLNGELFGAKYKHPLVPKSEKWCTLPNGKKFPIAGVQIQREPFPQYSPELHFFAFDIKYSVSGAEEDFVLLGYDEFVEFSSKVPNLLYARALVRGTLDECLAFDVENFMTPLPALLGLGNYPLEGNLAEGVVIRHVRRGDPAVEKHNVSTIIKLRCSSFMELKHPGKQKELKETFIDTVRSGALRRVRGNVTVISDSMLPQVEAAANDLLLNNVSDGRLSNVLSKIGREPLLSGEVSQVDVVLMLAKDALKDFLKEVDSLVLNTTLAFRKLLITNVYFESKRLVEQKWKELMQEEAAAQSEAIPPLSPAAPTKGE
# The depositor's hits bear a star. A portion of the library; rates above refer to the full screens.
TbREL1 primary | smiles
1 | CC(=O)Nc1ccc(S(=O)(=O)NC(C)C(=O)OCCOc2ccc(F)cc2)cc1 (stereo unspecified)
0 | Cc1c(C(=O)NC(c2ccccn2)C(F)(F)F)oc2c(F)cccc12 (stereo unspecified)
-6 | Cc1ccc2ncccc2c1N
-6 | Cc1ccc(C)n1CCN1CCN(C(=O)c2ccc(Cl)cc2)CC1
-4 | COC(=O)C1=C(C)N(Cc2ccccc2)C(=S)N[C@H]1c1ccc(Br)cc1
7 | Cc1cccc(NC(=O)Cn2ccn(-c3ccc4c(c3)OCCO4)c(=O)c2=O)c1
-2 | CCNC(=O)c1ccc(-n2nc(C(F)(F)F)c3c2CCCC3)cc1
2 | CN(C)S(=O)(=O)c1ccc(NC(=O)c2ccccn2)cc1

# Continued:
TbREL1 primary | smiles
6 | O=C(COC(=O)c1ccccn1)NC(=O)c1ccccc1
1 | FC(F)(F)c1cc(Cl)c2nnc(C(F)(F)Cl)n2c1
-4 | COC(=O)C(Cc1c[nH]c2ccccc12)NC(=O)C1CC1 (stereo unspecified)
-3 | CC[C@]12c3[nH]c4ccccc4c3CCN1C(=O)C(CC(=O)NCCN1CCOCC1)C[C@@H]2C(=O)N1CCN(C(=O)c2ccco2)CC1 (stereo partly specified)
-4 | COc1ccc(Cl)cc1NC(=O)/C=C/C(=O)O
0 | O=C(COC(=O)c1ccccc1NC(=O)c1ccco1)NCC1CCCCC1
1 | CC1(CCc2ccccc2)NC(=O)N(CC(=O)Nc2c(F)cccc2F)C1=O (stereo unspecified)
-3 | CCOC(=O)[C@]12CCCC=C1N(Cc1ccc(OC)cc1)C(=O)[C@@H]2CC(=O)N1CCSCC1

# Continued.
TbREL1 primary | smiles
0 | O=C(CCCO)CCCCCCCCC[C@H]1N[C@H](CO)[C@@H](O)[C@@H]1O
-3 | O=C(Nc1cccc(C(=O)O)c1)/C(=C/c1ccccc1)NC(=O)c1cccc(Br)c1
2 | O=C(Nc1ccncc1)c1ccc(NS(=O)(=O)c2ccc3[nH]c(=O)[nH]c3c2)cc1
-2 | COC(=O)c1cccc(Cn2ccc3ccc(-c4ccc5ccn(C(=O)c6ccccc6)c5c4)cc32)c1
1 | Cc1cc2occ(CC(=O)N(C)CC(=O)Nc3c(C)cccc3C)c2cc1C
2 | Cc1ccc(C)c(SCC(=O)NC(=O)NC2CCCC2)c1
-3 | Cc1nc2sc(C(c3cccc(F)c3)N3CCCC(C)C3)c(O)n2n1 (stereo unspecified)
-6 | CCC(CO)Oc1cc(NCc2ccc(OC)cc2)c2ncn(C(C)C)c2c1 (stereo unspecified)

# More entries follow:
TbREL1 primary | smiles
2 | COC[C@H]1CCCN1c1cccc2c1S(=O)(=O)N(C1CC1)CC[C@@H](C)O2
6 | COc1ccc(Nc2nc(N)nc(CSc3nnc(N)s3)n2)cc1
-5 | N#Cc1ccc(C(C(=O)NCc2ccccc2)n2c(=O)c(-c3ccco3)nc3ccccc32)cc1 (stereo unspecified)
-3 | CN(Cc1ccco1)C(=O)C1CCC(=O)N(CCc2cccc(F)c2)C1 (stereo unspecified)
-2 | Nc1ncc(Br)cc1S(=O)(=O)NCCC(=O)N1CCN(c2ccccn2)CC1
1 | CCc1noc(C)c1C(=O)Nc1ccc(C(F)(F)F)cc1
0 | COC(=O)C(CN)CN1C(=O)c2ccccc2C1=O (stereo unspecified)
3 | Cc1ccc(C(=O)NC(C(=O)Nc2ccccc2)c2ccccc2)cc1 (stereo unspecified)

# The list continues:
TbREL1 primary | smiles
-1 | O=C(CC(O)(c1ccccc1)C(F)(F)C(F)F)c1cccs1 (stereo unspecified)
-5 | COc1cccc(N2CCN(C(=O)CCC(=O)c3ccc(Cl)s3)CC2)c1
0 | Cn1cc([N+](=O)[O-])c(C(=O)N(Cc2ccccc2)Cc2ccccc2)n1
-2 | Cc1c(NC(=O)C2CCCN(S(=O)(=O)c3ccc(F)cc3)C2)c(=O)n(-c2ccccc2)n1C (stereo unspecified)
8 | C=CCNC(=O)c1ccc(Cn2c(=S)[nH]c3cc4c(cc3c2=O)OCO4)cc1
1 | CC1(C)C[C@H]2C3=CCC4[C@@]5(C)CC[C@H](O)[C@@](C)(CO)C5CC[C@@]4(C)[C@]3(C)C[C@@H](O)[C@@]2(CO)[C@@H](O)[C@@H]1O (stereo partly specified)
1 | COc1ccc(C(=O)Nc2c3c(nn2-c2cccc(Cl)c2)CS(=O)C3)cc1 (stereo unspecified)
-2 | COC(=O)c1ccc(C2/C(=C(\O)c3ccc4c(c3)OCCO4)C(=O)C(=O)N2CCCN2CCOCC2)cc1 (stereo unspecified)

# Further compounds follow:
TbREL1 primary | smiles
4 | COc1cc(-c2cc(-c3ccc(F)cc3)nc(N)c2C#N)ccc1O
-5 | O=C(NC(=S)N(CCO)Cc1ccccc1)c1cc(Br)ccc1Cl
0 | O=C(Nc1cccc([N+](=O)[O-])c1)C1CC(=O)N(Cc2ccccc2)C1 (stereo unspecified)
2 | CCOc1ccc(Br)cc1S(=O)(=O)Nc1cccc(S(=O)(=O)N2CCOCC2)c1
4 | CCOC(=O)c1c(C)noc1CP(=O)(c1ccccc1)c1ccccc1
-2 | COC(=O)c1ccc([C@H](NC(=O)c2ccco2)[C@]2(C)C[C@H]2C2CCCCC2)cc1
-3 | C=CCn1c(C)cc(C(=O)CSc2nnc(NCc3ccccc3)s2)c1C
-1 | CCOC(=O)C1CCN(C(=O)COC(=O)c2ccc(Br)o2)CC1

# New compounds follow
TbREL1 primary | smiles
2 | COc1cccc(C(C)NC(=O)Nc2cccc(C(F)(F)F)c2)c1 (stereo unspecified)
-2 | COc1cccc(C2/C(=C(\O)c3ccc4c(c3)OCO4)C(=O)C(=O)N2CCN(C)C)c1OC (stereo unspecified)
-9 | Cc1ccc(NC(=O)CC2SC3=NCCCN3C2=O)c(C)c1 (stereo unspecified)
3 | COc1ccccc1-c1oc2ccccc2c1C#CCCCCO
0 | O=C(Nc1ccc(Cn2cccn2)cc1)c1ccc(COc2ccc(Br)cc2)cc1
0 | COc1ccc(NC(=O)CN(C)C(=O)c2cn(-c3ccccc3)nc2-c2cccnc2)cc1
-2 | CCCCN(C(=O)c1ccccc1OCc1ccc(F)cc1)c1c(N)n(CCC)c(=O)[nH]c1=O
2 | CC(Cc1cccnc1)NC(=O)CCc1nnc(-c2ccccc2)o1 (stereo unspecified)

# Continuation.
TbREL1 primary | smiles
6 | C=C(C)c1cccc(C(C)(C)NC(=O)Nc2ccc(C)cn2)c1
5 | Cn1c(N)cc(=O)[nH]c1=S
1 | Cc1ccc(NCN2C(=O)C3CC=CCC3C2=O)cc1 (stereo unspecified)
1 | CCOC(=O)C1=C(COC(=O)/C=C/c2cccc(Br)c2)NC(=O)NC1C (stereo unspecified)
3 | CCCC(C)C(=O)Nc1cccc(NC(C)=O)c1 (stereo unspecified)
-3 | COC(=O)C1=CN(c2ccc(N3CCOCC3)cc2)C(N)=C(C#N)C1c1ccc(-c2ccccc2)cc1 (stereo unspecified)
1 | Cc1ccc(C(=O)N2CCC(n3nccc3NC(=O)c3ccccc3C)CC2)cn1
-2 | CCNC(=O)C(C)Oc1ccc(Cl)cc1Cl (stereo unspecified)

# Shown as tab-separated lines: entries from further up
Compound	TbREL1 primary
COc1ccc(C(=O)Nc2c3c(nn2-c2cccc(Cl)c2)CS(=O)C3)cc1 (stereo unspecified)	1
COc1ccccc1-c1oc2ccccc2c1C#CCCCCO	3
CC1(C)C[C@H]2C3=CCC4[C@@]5(C)CC[C@H](O)[C@@](C)(CO)C5CC[C@@]4(C)[C@]3(C)C[C@@H](O)[C@@]2(CO)[C@@H](O)[C@@H]1O (stereo partly specified)	1
O=C(COC(=O)c1ccccc1NC(=O)c1ccco1)NCC1CCCCC1	0
O=C(Nc1ccncc1)c1ccc(NS(=O)(=O)c2ccc3[nH]c(=O)[nH]c3c2)cc1	2
O=C(COC(=O)c1ccccn1)NC(=O)c1ccccc1	6
FC(F)(F)c1cc(Cl)c2nnc(C(F)(F)Cl)n2c1	1

# Following part:
TbREL1 primary | smiles
-1 | NS(=O)(=O)c1ccc(-c2ccc(/C=C3\SC(=O)NC3=O)o2)cc1
0 | Cc1cccc(C2N(c3ccc(F)cc3)C(=O)C3CCCN32)c1 (stereo unspecified)
2 | COc1ccc(C(=O)NCc2nnc(SCC(=O)NC3=NCCS3)n2C)cc1
0 | COc1ccccc1NC(=O)c1cc(-c2cc(OC)c(OC)c(OC)c2)nc2ccccc12
2 | CN(CC(=O)NC1CCCCCC1)S(=O)(=O)c1ccc(Br)cc1
0 | COc1ccc(C(=O)Nc2nc(-c3cccs3)c(NC(C)=O)s2)cc1
0 | CC(C(=O)Nc1ccc(C#N)cc1)N1CCN(C(=O)C2CC2)CC1 (stereo unspecified)
0 | CCN(CC(O)COc1ccc(OCC(O)CN(CC)C2CCCCC2)cc1)C1CCCCC1 (stereo unspecified)

# Continuation.
TbREL1 primary | smiles
-3 | O=c1[nH]c(C2CCN(S(=O)(=O)c3ccccc3)CC2)nc2c1nnn2Cc1ccccc1
2 | Cc1ccc2c(C)c(C(=O)N3CCCC(C(N)=O)C3)oc2c1C (stereo unspecified)
-3 | COc1ccc(C(=O)N(Cc2ccco2)Cc2cccs2)c(O)c1
0 | COc1cccc(-c2oc3c(c2C(=O)OCCN2CCCCC2)C(O)CCC3)c1 (stereo unspecified)
-4 | O=C(NC(c1ccccc1)c1cc(Cl)c2cccnc2c1O)c1cccnc1 (stereo unspecified)
0 | COc1ccc(-c2nc(CS(=O)CC(=O)NCc3ccc(F)cc3)c(C)o2)cc1 (stereo unspecified)
2 | COc1ccc(-c2nnc(SCC(=O)Nc3ccc(Oc4ccccc4)cc3)n2Cc2ccco2)cc1
6 | Fc1ccc(Nc2ccc(-c3ccc(F)cc3)nn2)cc1

# Other compounds.
TbREL1 primary | smiles
1 | Cc1cc(C)cc(Oc2nn[nH]n2)c1
0 | Cc1nnc(NC(=O)CSc2nc(C(C)C)nc3sc(C)c(C)c23)s1
-1 | Cc1ccc(NC(=O)c2ccc(OC(=S)N3CCOCC3)cc2)cc1
-1 | Cc1cc(C)cc(C(=O)NCC(=O)OCC(=O)NC2CC2)c1
-2 | CCc1nnc(NC(=O)Nc2ccccc2OC)s1
1 | Cc1ccc(C)c(N2CCN(C(=O)CCc3nc(-c4ccc(Br)cc4)no3)CC2)c1
5 | COc1ccc(-c2nnc(SCC(=O)N3CCCC3)o2)cc1
2 | COc1ccc(/C=C2\SC(=S)N(CCC(=O)N3CCCCC3)C2=O)cc1

# Next results follow.
TbREL1 primary | smiles
-3 | COc1ccc2c(CC(=O)Nc3cccc(S(=O)(=O)N4CCOCC4)c3)coc2c1
-3 | COc1ccc(NC(=O)N(C)C[C@H]2Oc3ccc(NC(=O)c4ccncc4)cc3C(=O)N([C@H](C)CO)C[C@@H]2C)cc1
6 | Cc1sc(-c2ccccn2)nc1OC(=O)c1cccc(Cl)c1Cl
-1 | COc1ccccc1C(=O)n1nc(-c2cccnc2)nc1NCc1ccccc1
-6 | O=C1CC(c2ccc3c(c2)OCO3)N=C2N(Cc3ccc4c(c3)OCO4)C/C(=C/c3ccccc3)N12 (stereo unspecified)
1 | Cc1ccc(Nc2cc(=O)oc3ccccc23)c(C)c1
-3 | CN(CC(=O)Nc1ccc(Cl)c(C(F)(F)F)c1)C(=O)c1ccc(S(=O)(=O)N2CCOCC2)cc1
3 | Cn1c(=NC(=O)c2ccccc2[N+](=O)[O-])sc2cc(S(C)(=O)=O)ccc21

# Next structures follow.
TbREL1 primary | smiles
1 | N#Cc1ccc(NC(=O)Nc2ccc(Cl)cc2)cc1
5 | CCOc1ccc(NC(=O)COc2ccc(C(=O)NC(C)c3ccc(S(N)(=O)=O)cc3)cc2OC)cc1 (stereo unspecified)
0 | Cc1cccc(NC(=O)c2ccc(OCc3c(C)noc3C)cc2)n1
-2 | Cc1ccc(NC(=O)COC(=O)C2COc3ccccc3O2)cc1S(=O)(=O)N1CCOCC1 (stereo unspecified)
3 | CCCCC[C@@H](C)N1C[C@H](COCc2ccccc2)Oc2cc(N3CCC[C@H]3C(N)=O)ccc2S1(=O)=O
0 | O=C(OCC#CCSc1nnc(-c2cccc3ccccc23)o1)c1cc(F)c(F)c(F)c1
4 | COCCNC(=S)Nc1ccccc1[N+](=O)[O-]
4 | COc1ccccc1-c1cc(C(F)(F)F)nc(N2CCN(c3ccccc3)CC2)n1

# The results go on.
TbREL1 primary | smiles
0 | C/C(=N\Nc1nc(N2CCCCC2)nc(N2CCOCC2)n1)c1ccccc1O
-2 | CS(=O)(=O)c1ccc(Cl)c(NC(=O)COc2ccc3c(c2)CCC3)c1
-2 | CSc1ncccc1C(=O)N1CCN(S(=O)(=O)c2cc(C)ccc2C)CC1
5 | Cc1ccc2c(c1)c1ncnc(N3CCC4(CC3)OCCO4)c1n2C
-3 | COc1ccc(NS(=O)(=O)c2cccc(NC(=O)c3ccccn3)c2)cc1
-3 | CCC[C@H]1[C@@H](NC(=O)C2CCOC2)CC[C@@]23CCCN2C(=O)CCC[C@@H]13 (stereo partly specified)
3 | CCc1ccc2c(Cl)c(C(=O)N/N=C/c3c[nH]c4ccccc34)sc2c1
-2 | O=C(CCN1CCCCC1)Nn1c(=S)[nH]c2ccccc2c1=O

# 5 of these compounds in another layout.
structure	TbREL1 primary
O=C(CCCO)CCCCCCCCC[C@H]1N[C@H](CO)[C@@H](O)[C@@H]1O	0
CSc1ncccc1C(=O)N1CCN(S(=O)(=O)c2cc(C)ccc2C)CC1	-2
COc1ccc2c(CC(=O)Nc3cccc(S(=O)(=O)N4CCOCC4)c3)coc2c1	-3
COCCNC(=S)Nc1ccccc1[N+](=O)[O-]	4
CN(CC(=O)NC1CCCCCC1)S(=O)(=O)c1ccc(Br)cc1	2

# The listing continues.
TbREL1 primary | smiles
6 | COCc1c(C(=O)N2CCN(CCOc3ccccc3)CC2)oc2ccccc12
-2 | Cc1nc2ccc(NC(=O)[C@H](C)N3C(=O)C4CC=CCC4C3=O)cc2s1 (stereo partly specified)
-3 | Cc1cc(NC(=O)CN2CCN(c3ccc(O)cc3)CC2)no1
-2 | CCCNC(=O)C(Cc1ccc(OC)cc1)NC(=O)c1ccc(Cl)cc1 (stereo unspecified)
0 | O=C(N/N=C/c1ccc(N2CCOCC2)o1)c1cccc([N+](=O)[O-])c1
-3 | Cc1cc2occ(CC(=O)NC3=NCCS3)c2cc1C(C)C
-2 | CC(=NNC(=O)c1ccncc1)c1ccc(Cl)cc1Cl
-3 | CCNC(=S)N1CCN(C(=O)C(Cc2ccccc2)NC(C)=O)CC1 (stereo unspecified)

# Assay outcomes deposited in PubChem by The Scripps Research Institute Molecular Screening Center.
